Screens from PubChem BioAssay.
GPR151 ag: activators of human GPR151. activation, % at 11.2 µM. 1% of 650,000 active. AID 1508602. PathHunter beta-arrestin GPR151 cells, luminescence; in the data active = activation above about 4.9%;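 note: 0% = median of compound wells and 100% = cells with positive control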
Target sequence (Q8TDV0 whole entry, looked up): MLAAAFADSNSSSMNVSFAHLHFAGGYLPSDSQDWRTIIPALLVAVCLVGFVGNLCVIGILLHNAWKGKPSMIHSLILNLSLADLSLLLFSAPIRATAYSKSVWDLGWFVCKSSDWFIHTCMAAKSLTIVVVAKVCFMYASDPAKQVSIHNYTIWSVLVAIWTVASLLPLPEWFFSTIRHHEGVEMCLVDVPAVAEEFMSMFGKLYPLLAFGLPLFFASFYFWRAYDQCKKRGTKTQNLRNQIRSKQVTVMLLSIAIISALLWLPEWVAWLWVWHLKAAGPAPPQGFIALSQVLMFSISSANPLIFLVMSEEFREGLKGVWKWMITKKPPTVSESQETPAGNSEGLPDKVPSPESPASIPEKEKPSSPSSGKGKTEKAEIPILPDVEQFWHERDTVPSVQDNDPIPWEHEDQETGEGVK
FBW7 activator: activators of human E3 ligase FBW7 | normalized activity (activation), % at 26.1 µM | AlphaScreen FBW7–phospho-cyclin E peptide binding, activator screen | Q969H0 | 0.13% of 650,000 active; in the data active = normalized activity above about 1.9%;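 note: purified mutant Fbw7 with reduced substrate affinity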
Target sequence (Q969H0 whole entry, looked up): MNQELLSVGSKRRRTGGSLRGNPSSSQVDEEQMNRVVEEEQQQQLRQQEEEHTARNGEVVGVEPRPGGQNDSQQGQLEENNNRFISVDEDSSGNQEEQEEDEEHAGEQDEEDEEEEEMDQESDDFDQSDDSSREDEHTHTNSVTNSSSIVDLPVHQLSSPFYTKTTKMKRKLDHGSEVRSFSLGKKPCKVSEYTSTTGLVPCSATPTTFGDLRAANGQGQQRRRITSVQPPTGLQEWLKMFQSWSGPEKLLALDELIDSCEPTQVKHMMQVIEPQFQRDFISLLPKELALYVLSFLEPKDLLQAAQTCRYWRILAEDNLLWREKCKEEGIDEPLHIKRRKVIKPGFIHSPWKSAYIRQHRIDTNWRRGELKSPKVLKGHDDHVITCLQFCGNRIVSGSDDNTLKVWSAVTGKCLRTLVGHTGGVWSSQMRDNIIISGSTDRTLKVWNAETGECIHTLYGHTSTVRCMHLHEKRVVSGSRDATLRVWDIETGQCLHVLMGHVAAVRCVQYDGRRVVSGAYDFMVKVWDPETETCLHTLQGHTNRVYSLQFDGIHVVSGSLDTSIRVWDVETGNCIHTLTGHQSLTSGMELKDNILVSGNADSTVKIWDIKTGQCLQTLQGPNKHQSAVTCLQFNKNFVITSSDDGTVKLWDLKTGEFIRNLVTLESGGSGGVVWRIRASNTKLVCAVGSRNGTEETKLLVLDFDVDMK
TEAD-YAP inh: TEAD-YAP interaction inhibition; HEK-TIYL cells, TEAD-Gal4/YAP UAS-luciferase luminescence; inhibition, % at 9.12 µM; 1.4% of 640,000 active; in the data active = inhibition above about 32%;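 note: 0% = median of test compound wells and 100% = reference inhibitor wells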
MITF primary: inhibitors of human MITF | inhibition, % at 2.6 µM | O75030 | 0.91% of 650,000 active | AlphaScreen MITF homodimerization, bead proximity signal; in the data active = inhibition above about 50%;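 note: 0% = vehicle wells with protein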
* hit, by the source's call.

SMILES	GPR151 ag	FBW7 activator	TEAD-YAP inh	MITF primary
CCc1ccc(NC(=O)C2CC(=O)N(c3ccc(OC)cc3)C2)cc1 (stereo not given)	-0.6	-0.2	-3.3	-6.3
COc1ccc(C)cc1NC(=O)C(C(C)C)N1C(=O)c2ccccc2C1=O (stereo not given)	0.0	0.1	5.3	70.7*
O=C1C(Cl)=C(Nc2cccc(C(F)(F)F)c2)C(=O)N1Cc1ccccc1	-0.4	-0.1	74.9*	-8.7
O=C(Nc1nc2ccccc2s1)c1ccc(C(=O)c2ccccc2)o1	-1.5	0.0	35.6*	-11.0
CCOc1cccc(-c2nc(C(N)=O)c3[nH]c(=O)n(C4CCCCC4)c3n2)c1O	0.7	0.1	-2.8	2.5
COc1ccc(NC(=O)C2=C(C)NC(=O)NC2c2cc(OC)c(OC)c(OC)c2)cc1 (stereo not given)	1.7	-0.1	-4.6	-2.0
CCN(CC)S(=O)(=O)c1cccc(C(=O)Nc2ccccc2C(=O)N2CCOCC2)c1	-0.8	0.0	-5.0	8.4
Cc1ccc(OC(C)C(=O)N2CCN(C(=O)C(C)Oc3ccc(C)cc3)CC2)cc1 (stereo not given)	0.1	0.2	-1.6	9.9
CCOc1ccc(C2C(C(=O)OC)=C(C)NC(C)=C2C(=O)OC)cc1OC	-0.8	0.1	-12.7	1.0
NC(=O)c1ccccc1NS(=O)(=O)c1ccc(F)cc1[N+](=O)[O-]	-1.0	-0.2	-4.2	5.9
CCCCN(C)Cc1c(C)[nH]c2c(C)c(C)ccc2c1=O	-0.1	-0.2	-1.0	-12.5
CCOCCCNC(=O)c1cnn2c(C)c(Cc3c(C)cc(C)cc3C)c(C)nc12	-2.1	0.0	4.3	-13.7
CCOc1ccc(NC(=O)C2CCN(C(=O)NCc3ccccc3)CC2)cc1	0.5	-0.1	-0.7	0.6
O=[N+]([O-])c1ccc(CN2CCN(c3nc(-c4ccccc4)cs3)CC2)cc1	0.0	0.1	-5.7	-5.7
O=C(Nc1nnc(COc2ccccc2)o1)C1(c2cccs2)CCCC1	0.5	-0.2	18.5	-6.2
O=[N+]([O-])c1cccc(-c2nc(=S)[nH][nH]2)c1	0.1	-0.2	3.0	2.3
COc1ccc(OC)c(NC(=O)c2cc(S(=O)(=O)NCCc3ccccc3)ccc2F)c1	-0.6	-0.1	-1.7	-1.7
O=c1[nH]c(-c2ccc3c(c2)OCO3)nc2sc3c(c12)CCCC3	-0.3	0.0	-16.4	-5.4
Nc1ccc2oc(-c3ccc(F)cc3)nc2c1	-7.6	0.0	-1.9	1.6
Cc1ccc2cc(CN(Cc3nnnn3Cc3ccco3)CC3CCCO3)c(=O)[nH]c2c1C (stereo not given)	0.9	0.1	-12.5	3.2
Cc1ccc(Cl)cc1NC(=O)c1ocnc1C	0.7	0.0	-4.5	14.3
COc1ccc(SCCC(=O)Nc2ccccc2-c2nc3ccccc3[nH]2)cc1	-1.3	0.1	-1.9	11.3
O=C(COC(=O)c1ccc([N+](=O)[O-])s1)Nc1ccc2c(c1)CCC2	-2.4	0.1	-0.6	10.8
CCc1ccc(NC(=O)CC(C)=O)cc1	-0.2	0.1	11.3	2.0
CC(=O)NS(=O)(=O)c1ccc(NC(=O)c2cc(Cl)ccc2[N+](=O)[O-])cc1	-1.5	-0.1	-17.4	-2.9
O=C(Nc1ccccn1)C1C(c2ccccc2)C1(Cl)Cl (stereo not given)	-1.1	0.5	8.1	-2.6
COCCN(Cc1ccco1)C(=O)c1sc2nc3n(c(=O)c2c1C)CCCCC3	0.2	0.3	-5.6	10.5
CN(C)c1ccc(C(CNS(=O)(=O)c2ccccc2)N2CCOCC2)cc1 (stereo not given)	0.1	-0.2	1.5	0.9
CC(C)(C)c1csc(Nc2nc3cc4c(cc3s2)OCO4)n1	0.3	0.2	-51.3	4.2
Cc1cccn2c(=O)c(/C=C3\SC(=S)N(CC(C)C)C3=O)c(NCCO)nc12	1.4	0.1	-7.0	-11.6
CCCNc1ccnc(-c2csc3ccccc23)n1	-1.4	0.1	-26.9	5.2
Cc1nc(CN2CCN(S(C)(=O)=O)CC2)cs1	0.5	-0.1	-17.2	-26.1
O=[N+]([O-])C1=CC=C2C(=NC3(CCCCC3)N2O)C1=NC1CCCCC1	-0.7	-0.3	4.0	-6.7
Cc1ccc(-n2ncc3c(SCC(N)=O)ncnc32)c(C)c1	-0.2	0.3	-5.6	10.8
Cc1c(CNC2CCCCCC2)c(C(=O)O)c(C)n1Cc1ccc(F)cc1Cl	-1.7	0.2	-4.8	1.0
O=C1C2C3C=CC(C4CC34)C2C(=O)N1/N=C/c1cccc([N+](=O)[O-])c1 (stereo not given)	0.4	-0.2	-46.9	5.7
COC(=O)C1=C(C)NC2=C(C(=O)CC(C)(C)C2)C1c1ccc(OC)c(O)c1 (stereo not given)	0.2	0.0	2.7	-1.0
O=C1c2ccccc2C(=O)N1c1cccc(S(=O)(=O)NCCCO)c1	-0.6	0.0	7.6	14.7
O=C(CN1CCCCC1)NCCNc1ccc(C(F)(F)F)cc1[N+](=O)[O-]	-0.8	0.1	-1.6	11.1
COC(=O)c1c(C)oc2ccc(OC)cc12	0.5	0.1	2.8	12.5
O=C1CS/C(=N\N=C/c2ccccc2)N1	0.0	0.6	-6.3	5.2
COc1cccc(NC(=O)C(=S)N2CCCCC2)c1	-0.3	-0.3	-23.1	-13.3
O=C(Cn1nnc(-c2ccccc2NC(=O)c2ccccc2F)n1)NC1CCCC1	1.0	0.0	-2.2	1.2
CCN1CC2([N+](=O)[O-])C=CC(=O)C([N+](=O)[O-])(C1)C2CC(=O)c1ccccc1 (stereo not given)	-1.0	0.1	-1.7	16.7
COc1cccc(C2Nc3c(OC)cc([N+](=O)[O-])cc3C3C=CCC32)c1 (stereo not given)	-0.8	-0.1	8.9	3.5
CCOc1cc(C#N)ccc1OCC(=O)NCc1ccco1	4.6	0.0	-7.3	0.1
CC(C)Oc1ccc(/C=C2/SC(N3CCN(c4ccccc4[N+](=O)[O-])CC3)=NC2=O)cc1	0.8	0.1	6.6	8.3
O=C(c1nc2ccccn2c1CN1CCN(C2CCc3ccccc3C2)CC1)N1CCCC1 (stereo not given)	1.1	0.1	0.7	10.0
C=CCOc1ccc(Oc2nc(N(C)C)nc(N(C)C)n2)nn1	-0.6	0.2	-7.2	-0.2
COc1ccc(C(=O)CSc2nc3ccccc3c(=O)[nH]2)cc1	-0.9	-0.4	-4.5	0.5

Laid out differently: entries from further up
Each structure is followed by: GPR151 ag | FBW7 activator | TEAD-YAP inh | MITF primary
CCCNc1ccnc(-c2csc3ccccc23)n1
  -1.4 | 0.1 | -26.9 | 5.2
Cc1nc(CN2CCN(S(C)(=O)=O)CC2)cs1
  0.5 | -0.1 | -17.2 | -26.1

Further results.
SMILES	GPR151 ag	FBW7 activator	TEAD-YAP inh	MITF primary
CCOc1ccc(-n2nc3ccc(NC(=O)c4ccccc4)cc3n2)cc1	-0.5	0.1	-4.9	3.9
N/C(=N\NC(=O)c1ccc(F)cc1)c1cc2ccccc2oc1=O	-0.8	-0.2	-15.0	-14.9
COc1ccc(CNC(=O)/C=C/c2cccc(Cl)c2)cc1	2.4	0.2	-12.0	7.5
CCc1nc(SCC(=O)Nc2ccccc2N2CCOCC2)c2c(C)c(C)sc2n1	0.0	-0.2	-3.4	-4.8
Cc1sc2ncnc(SCC(=O)Nc3sc4c(c3C#N)CCC4)c2c1C	-1.6	-0.1	4.5	-8.5
O=C(Nc1cccc2ncccc12)c1ccc(N2CCCCC2)c([N+](=O)[O-])c1	0.9	0.0	32.2*	-11.9
COC(=O)CNC(=O)Cn1ccc2ccccc2c1=O	-0.5	0.0	0.8	19.8
NS(=O)(=O)c1ccc(CCNC(=O)CCCn2c(=S)[nH]c3cc4c(cc3c2=O)OCO4)cc1	0.4	-0.1	-13.2	7.5
O=C(O)CCC(=O)N1N=C(c2c(-c3ccccc3)c3cc(Cl)ccc3[nH]c2=O)CC1c1ccccc1 (stereo not given)	0.3	0.0	1.8	6.5
COc1cccc(NC(=O)CN2CCN(c3ccc(F)cc3)CC2)c1	0.7	0.0	11.3	-2.4
Cc1cccc(NC(=O)Cn2cnc3c2c(=O)n(C)c(=O)n3C)c1C	0.8	0.2	4.1	12.7
COc1ccc(C2CC(=O)C=C(NNS(=O)(=O)c3ccc(C)cc3)C2)cc1 (stereo not given)	-1.0	-0.2	-4.6	-0.1
CC(=O)NS(=O)(=O)c1ccc(NS(=O)(=O)c2ccc3c(c2)OCCO3)cc1	0.4	0.2	-7.9	-4.7
CCNC(=O)[C@@H]1C[C@@H](NCc2cc(C)c(OC)cc2C)CN1C1Cc2ccccc2C1	-0.3	0.0	4.2	4.7
N#CC1(c2ccc(NC(=O)c3ccc([N+](=O)[O-])cc3)cc2)CCCC1	-0.5	0.1	4.5	-7.3
CN(C)C(=O)NC(Nc1ccc(I)cc1)C(Cl)(Cl)Cl (stereo not given)	-1.2	1.6	7.6	21.7
CN1CCC[C@H]1COc1cc(-c2cn[nH]c2)ccc1NC(=O)C1COc2ccccc2O1 (stereo not given in full)	0.4	-0.2	0.9	-8.7
COc1ccc(CCNc2nc(-c3ccc(OC)cc3)nc3c2ncn3C(C)C)cc1	0.7	-0.1	-1.0	0.0
CC(=O)N1c2ccccc2NC2=C(C(=O)CC(C)(C)C2)C1c1ccc([N+](=O)[O-])cc1 (stereo not given)	1.6	-0.1	9.8	-0.6
CCCCC(CC)CNC(=O)C(=O)Nc1ccccc1CC (stereo not given)	0.7	0.3	2.8	3.2
CN1CCS/C1=C\C=C1/SC(=S)N(CC(=O)O)C1=O	0.3	-0.3	11.0	14.8
O=C(c1cc2ccccc2o1)N1CCCC(c2ccn[nH]2)C1 (stereo not given)	0.0	-0.1	-14.1	11.7
COC(=O)C1=C(N)N(c2cccc(Cl)c2C)C2=C(C(=O)CCC2)C1c1ccc(OC)c(OC)c1 (stereo not given)	-0.1	0.8	-8.0	13.3
CCOc1ccccc1NC(=O)CSc1nc2ccc(N)cc2s1	0.5	0.0	-4.7	-0.9
Cn1c(=O)c2c(nc(N3CCCCCC3)n2Cc2cccc(Br)c2)n(C)c1=O	2.2	-0.1	-2.4	2.5
CCCCN(CCCC)CCOC(=O)c1ccco1	0.4	-0.1	13.6	6.6
Cc1cn2c3c(=O)n(CCN4CCCCC4)c(=O)n(C)c3nc2n1C	-2.0	-0.1	-3.0	0.4
CCOC(=O)c1cc(C(C)(C)C)oc1CN	0.1	0.1	0.6	13.1
COC(=O)/C(N=Nc1ccc(Br)cc1)=C(\C)O	-1.8	0.0	-0.1	-25.6
NC(=O)c1ccccc1NC(=O)C1(c2cccs2)CCOCC1	0.4	0.0	-2.5	-5.5
CC(C)Oc1ccc(C2Oc3ccc(Br)cc3C3CC(c4ccccc4)=NN32)cc1 (stereo not given)	0.9	0.1	-53.3	6.3
CCCC1CCc2c(sc(NC(=O)CCCC(=O)O)c2C(N)=O)C1 (stereo not given)	-1.3	-0.1	-6.3	-6.4
CCOc1ccc(-c2cc(C(=O)OC)[nH]n2)cc1	-1.2	0.5	-31.3	10.1
COc1ccc(OC)c(NC(=O)CSc2nc3cc(OC)ccc3cc2C#N)c1	-0.3	0.0	6.7	17.6
CCn1c(C(=O)NCC2CCCO2)cc2oc3ccccc3c21 (stereo not given)	-0.5	-0.1	1.9	-1.4
O=C(COC(=O)c1ccccc1)Nc1cccc(NC(=O)COC(=O)c2ccccc2)n1	0.2	-0.1	0.0	-5.2
Cc1ccc(CN(C)C(=O)CCC2(Cc3ccc(F)cc3)CCC(=O)N2)cc1 (stereo not given)	-0.3	-0.2	-2.8	-10.5
N#C/C(=C\c1cc([N+](=O)[O-])ccc1Cl)c1nn(CCO)c(N)c1C#N	-0.1	-0.2	67.5*	9.5
S=C(Nc1ccccc1)Nc1nc(=S)n2c(n1)sc1ccccc12	0.1	0.1	-22.4	-8.3
CC(=O)Nc1cc(C(=O)OCC(=O)c2ccc([N+](=O)[O-])cc2)ccc1C	-0.7	-0.1	-1.4	6.4
CCOc1cc2c(C)cc(=O)oc2cc1Cl	-1.2	-0.1	7.4	3.5
CCOC(=O)c1c(C)c(C(=O)NCc2ccco2)c(C)n1CC	0.5	-0.3	2.1	-2.5
Nc1ncnc2nc(SCc3ccccc3)[nH]c12	1.1	0.1	-2.7	-9.5
Cc1cccnc1NC(=O)C1CCN(S(=O)(=O)c2ccc3c(c2)CCC(=O)N3)CC1	0.8	-0.1	-40.0	-5.9
CCN1C(=O)CC(CC(=O)N2CCNC(=O)C2)(c2cccc(C(F)(F)F)c2)C1=O (stereo not given)	-0.8	0.1	6.8	-6.4
COc1ccc(OC)c(NC(=O)c2nn(C)c3c2COc2ccccc2-3)c1	-2.0	0.6	-9.8	10.1
CCOc1ccc(/C=C(\C#N)c2nc(-c3ccc(C)cc3C)cs2)cc1	-0.2	0.0	-1.8	-2.3
COc1cc2c(cc1OC)C(C)N(C(=O)CN1C(=O)C3C4C=CC(C4)C3C1=O)CC2 (stereo not given)	-2.0	0.1	13.8	10.7

4 of the compounds above, field by field.
CCN1C(=O)CC(CC(=O)N2CCNC(=O)C2)(c2cccc(C(F)(F)F)c2)C1=O (stereo not given)
  GPR151 ag = -0.8
  FBW7 activator = 0.1
  TEAD-YAP inh = 6.8
  MITF primary = -6.4

COc1ccc(OC)c(NC(=O)c2nn(C)c3c2COc2ccccc2-3)c1
  GPR151 ag = -2.0
  FBW7 activator = 0.6
  TEAD-YAP inh = -9.8
  MITF primary = 10.1

CCOc1ccc(/C=C(\C#N)c2nc(-c3ccc(C)cc3C)cs2)cc1
  GPR151 ag = -0.2
  FBW7 activator = 0.0
  TEAD-YAP inh = -1.8
  MITF primary = -2.3

COc1cc2c(cc1OC)C(C)N(C(=O)CN1C(=O)C3C4C=CC(C4)C3C1=O)CC2 (stereo not given)
  GPR151 ag = -2.0
  FBW7 activator = 0.1
  TEAD-YAP inh = 13.8
  MITF primary = 10.7
